GALK inhibitor = qHTS Assay for Inhibitors of Human Galactokinase (GALK) | P51570 | Purified GALK, Kinase-Glo residual ATP luminescence | Potency, µM (titrated, usually from 57.5 µM), for inactives: at the top dose activity change, negative = inhibition, most hits filed as inhibitors | 270,000 tested, 0.007% active | AID 1868, 2009; note: potency is the fitted concentration of half-maximal effect; % is set by controls: 0 for no effect and ±100 for the full control effect
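ATP-depletion format; final 35 uM ATP, 100 uM D-galactose, 5 nM enzyme; pH 8.0 HEPES/Mg2+ buffer; 60 min RT; luminescence read 10 min after detection reagent.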
S-ASM inh = Inhibitors of Secretory Acid Sphingomyelinase (S-ASM): qHTS; Sphingomyelin phosphodiesterase (Homo sapiens), P17405; placental ASM, HMU-PC fluorogenic substrate, 60 min; Potency, µM (top dose mostly 57.5 µM), for inactives: at the highest dose activity change, negative = inhibition, actives largely listed as inhibitors; 340,000 tested, 0.006% active; AID 504937, 2011; note: potency is the fitted concentration of half-maximal effect
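Human placenta-derived ASM enzyme was preincubated with compound for 10 minutes at room temperature, then given fluorogenic substrate HMU-PC0 (9 uM final) for 60 minutes at 37 °C; a pH 10 stop preceded fluorescence reading at Ex 386/Em 447 nm.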
A-T KAP1 phos = qHTS Assay for Identifying a Potential Treatment of Ataxia-Telangiectasia; […] A-T fibroblasts, KAP-1 phosphorylation AlphaLISA; neocarzinostatin DNA damage 30 min before lysis; 320,000 tested, 0.19% active; Potency, µM (doses to about 57.5 µM), inactives show at the top dose activation, most hits filed as activators; AID 485349, 2010; note: potency is the fitted concentration of half-maximal effect; % of control where 0% means no effect; nearly all actives have a fitted effect of over 45% in size
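hTERT-immortalized A-T patient fibroblasts ([…]), 500 cells/well in OPTI-MEM, 1% FBS, got compounds for 60 min, then NCS for 30 min at 37C. Lysates were then assayed for phospho-KAP-1 by AlphaLISA (anti-pKAP1 donor, anti-KAP1 acceptor beads), 6 hr at 25C.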
TRPV1 ag = HTS Assay for Compounds that Act as Agonists of the Vanilloid Receptor 1 | TRPV1-expressing cells, Fluo-8 calcium influx, agonist mode | activation, % at 8.33 µM | 320,000 tested, 0.19% active; in the data active = activation above about 80%; inconclusive = between about 30% and that limit; note: 0% is about no effect
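Cells expressing TRPV1 were dye-loaded with Fluo-8 and read kinetically: 10 s baseline, 3 min after compound (agonist portion), then 2 min after EC20 capsaicin (allosteric enhancer portion). Calcium-bound dye fluorescence at 480/520 nm.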
Coupling enz = qHTS Assay for Inhibitors of Fructose-1,6-bisphosphate Aldolase from Giardia Lamblia: Coupling assay counterscreen. coupling enzyme system counterscreen, AmpLite Red fluorescence. activity change, negative = inhibition, % at 58.2 µM, hits read low. 290,000 tested, 0.67% active; in the data active = activity change below about -30%; note: % is set by controls: 0 for no effect and ±100 for the full control effect
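Counterscreen lacking aldolase: glyceraldehyde-3-phosphate coupling-enzyme reagent preincubated 10 min at RT with compound (at 57.5 uM final), then substrate/coupling system with AmpLite Red added; fluorescence read at 525/598 nm after 20 min RT.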
MBNL1 CUG block = qHTS Assay for Inhibitors of MBNL1-poly(CUG) RNA binding; 280,000 tested, 0.036% active; Muscleblind-like protein 1 (Homo sapiens), Q9NR56; Potency, µM (series often up to 57.5 µM), for the others: at the top dose activity change, negative = inhibition, most hits filed as inhibitors; TR-FRET MBNL1-His/biotin-(CUG)12 binding, 665/545 ratio; active = well fitted inhibition curve with a large enough effect in the signal ratio, with a control signal flat, not every such curve was filed as active; inconclusive = small, poorly fitted or top-dose-only effect, or effect the other way, or a change in a side signal; inactive = no such curve, though single readings can be large or run the other way; the % refers to the signal ratio; note: potency is the fitted concentration of half-maximal effect; % is set by controls: 0 for no effect and ±100 for the full control effect
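Ratiometric TR-FRET (665 over 545 nm, excitation 340 nm) tracks disruption of MBNL1-His/biotin-(CUG)12 complex after 60 min at room temperature, with compounds at 92 nM to 58 uM final.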
a7 integrin act = qHTS for Activators of Integrin-Mediated Alleviation for Muscular Dystrophy; Potency, µM (series often up to 38.3 µM), without a hit: at the top dose activation, hits mostly activators; alpha7betagal myoblasts, beta-gal FDG fluorescence, 48 h; 350,000 tested, 0.064% active;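 note: potency is the fitted concentration of half-maximal effect; 100% = response of the positive control SU9516; nearly all actives have a fitted effect of over 60% in size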
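Alpha7betagal+/- myoblasts (passage 13) were plated 16-24 hr, then exposed to compounds (1:260 dilution of DMSO stock) for 48 hours at 37C. After MPER lysis, β-galactosidase reporter activity was read as FDG fluorescence (ex 480/em 540) after 30 minutes.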
KCNH2 WT inh = qHTS for Inhibitors of KCHN2 3.1: Wildtype qHTS; Voltage-gated inwardly rectifying potassium channel KCNH2 (Homo sapiens), Q12809; U2OS, BacMam KCNH2, thallium flux FluxOr; hits give low values; activity change, % at 1.84 µM; 340,000 tested, 0.37% active; AID 720551, 2013;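 active = maximum activity change below -70%; inconclusive = maximum activity change between -70% and -50%; inactive = maximum activity change above -50%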; note: % is set by controls: 0 for no effect and ±100 for the full control effect
Target sequence (Q12809 whole entry, looked up): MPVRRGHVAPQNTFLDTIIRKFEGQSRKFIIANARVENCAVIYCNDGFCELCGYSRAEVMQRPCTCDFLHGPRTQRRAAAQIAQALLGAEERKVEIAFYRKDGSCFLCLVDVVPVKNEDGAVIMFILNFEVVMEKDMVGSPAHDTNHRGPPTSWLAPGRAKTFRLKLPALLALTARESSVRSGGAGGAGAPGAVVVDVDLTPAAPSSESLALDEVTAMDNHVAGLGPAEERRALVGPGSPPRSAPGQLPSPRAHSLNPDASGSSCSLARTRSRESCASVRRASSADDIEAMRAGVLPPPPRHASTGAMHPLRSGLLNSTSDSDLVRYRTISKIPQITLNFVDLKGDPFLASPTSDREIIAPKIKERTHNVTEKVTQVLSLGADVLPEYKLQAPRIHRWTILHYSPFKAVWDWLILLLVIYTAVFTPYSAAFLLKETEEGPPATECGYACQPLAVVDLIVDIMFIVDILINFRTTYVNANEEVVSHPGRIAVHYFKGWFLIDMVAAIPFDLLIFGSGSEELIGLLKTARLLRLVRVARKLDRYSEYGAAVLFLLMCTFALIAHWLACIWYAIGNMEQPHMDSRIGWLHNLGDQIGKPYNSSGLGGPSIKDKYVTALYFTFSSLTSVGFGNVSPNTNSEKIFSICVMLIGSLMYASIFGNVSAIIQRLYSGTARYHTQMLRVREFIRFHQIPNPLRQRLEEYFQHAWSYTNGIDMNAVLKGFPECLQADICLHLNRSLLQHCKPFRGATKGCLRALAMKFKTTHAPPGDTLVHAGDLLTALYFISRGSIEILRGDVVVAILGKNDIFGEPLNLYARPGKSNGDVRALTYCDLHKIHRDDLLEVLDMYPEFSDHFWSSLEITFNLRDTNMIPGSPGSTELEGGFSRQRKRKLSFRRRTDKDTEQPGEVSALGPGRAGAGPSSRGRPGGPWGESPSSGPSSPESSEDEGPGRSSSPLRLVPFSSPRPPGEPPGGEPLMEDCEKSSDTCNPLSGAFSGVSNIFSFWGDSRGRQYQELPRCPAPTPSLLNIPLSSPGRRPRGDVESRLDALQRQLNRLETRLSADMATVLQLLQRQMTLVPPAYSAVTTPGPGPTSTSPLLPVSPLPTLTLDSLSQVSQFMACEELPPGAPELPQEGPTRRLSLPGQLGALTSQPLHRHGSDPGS
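U2OS cells transduced with wild-type KCNH2 virus are loaded with FluxOr dye for 45 min, and thallium flux is measured in kinetic reads before and after stimulation buffer. Rate constants are normalized to DMSO controls.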
KCNH2 3.1 inh = qHTS for Inhibitors of KCHN2 3.1: Mutant qHTS; U2OS KCNH2 3.1, thallium flux FluxOr; hits give low values; 340,000 tested, 0.95% active; activity change, % (tested at about 1.8 µM);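 active = maximum activity change below -70%; inconclusive = maximum activity change from -70% to -50%; inactive = maximum activity change above -50%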;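 note: thallium influx rate constant from kinetic fluorescence after stimulation buffer; % is set by controls: 0 for no effect and ±100 for the full control effect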
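Thallium flux via FluxOr fluorescence (Red40 quencher, 45 min loading) in U2OS cells virally expressing the KCNH2 3.1 isoform (1.77 x 10^8 /mL virus, overnight at 37 C). Rate constants from 2-min kinetic reads post-stimulation, normalised to positive and negative controls.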
CXXC DNA block = qHTS Fluorescence Polarization Assay for Inhibitors of MLL CXXC domain - DNA interaction; 290,000 tested, 0.037% active; MLL-CXXC / FITC-HOXA9 DNA fluorescence polarization; AID 2662, 2010; Potency, µM (highest dose often 115 µM), without a hit: at the top dose activity change, negative = inhibition, hits mostly inhibitors; Histone-lysine N-methyltransferase 2A (Homo sapiens), Q03164; active = well fitted inhibition curve with a large enough effect in the polarisation, with a control signal flat, not every such curve was filed as active; inconclusive = small, poorly fitted or top-dose-only effect, or effect the other way, or a change in a side signal; inactive = no such curve, though single readings can be large or run the other way; the % refers to the polarisation; note: potency is the fitted concentration of half-maximal effect
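Steps: dispense CXXC domain solution (7 uM) → pin compounds or unlabeled HOX-A9 DNA control → 5 min ambient → add FLSN-HOX-A9 solution (50 nM) → spin → 30 min ambient → fluorescence polarization. Tris pH 7.5/NaCl/DTT/BSA buffer.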
Starred values were filed as active, the others as inactive; ? = inconclusive; nt = no result given; [ ] = remark or other dose. Unless noted, calls come from the whole dose curve; as a rule, active = well fitted curve in the direction sought with a large enough effect; inconclusive = small, poorly fitted or top-dose-only effect, or another doubt; inactive = no such curve, though single readings can be large; an effect the other way counts as inactive or inconclusive. Only part of the results is shown; the hit share may differ from the screen's.

cpd	SMILES	GALK inhibitor	S-ASM inh	A-T KAP1 phos	TRPV1 ag	Coupling enz	MBNL1 CUG block	a7 integrin act	KCNH2 WT inh	KCNH2 3.1 inh	CXXC DNA block
1	O=C(c1cc(F)ccc1F)C1CCCN(Cc2cccc(Cl)c2)C1 (centres undefined)	2.0%	-1.3%	17.5%	18.7	1.0	3.6%	-5.4%	nt	-0.4	2.5%
2	CCNC(=S)N(C)CCc1cc2c(c(OC)c1C=C1C(=O)N(C)C(=O)N(C)C1=O)OCO2	-6.0%	1.4%	-9.1%	0.3	1.6	?	0.0%	0.6	12.5	?
3	CC12CN3CC(C)(CN(C1)C3c1cccs1)C2=O (centres undefined)	-2.3%	-0.5%	8.0%	2.7	-0.2	-3.0%	-72.2%[inhibitor]	-3.2	-0.6	4.9%
4	C=C[C@@]12CN(C)[C@H]3[C@H]1[C@@]1(C(=O)Nc4ccccc41)C1CC2[C@@H]3CO1	nt	-7.0%	21.2%	-2.9	nt	nt	nt	2.7	2.3	nt
5	O=P(OCC(F)(F)C(F)F)(N1CCOCC1)N1CCOCC1	-2.0%	3.8%	-1.1%	-0.3	2.6	-1.3%	19.0%	2.2	-5.0	?
6	COC(=O)C1=C(c2ccccc2OCc2ccccc2)C[C@@H]2CC[C@H]1N2C(=O)NCc1ccc(F)cc1	nt	0.8%	1.3%	20.1	nt	nt	-2.1%	-31.1	-22.6	nt
7	O=P1(NC2CCCC2)COc2ccccc2OC1	0.2%	5.2%	nt	-2.0	1.7	-11.1%	6.1%	2.3	8.5	1.2%
8	COC(=O)C1=C(c2ccc(OC(F)(F)F)cc2)C[C@@H]2CC[C@H]1N2C(=O)NCCO	nt	-1.3%	3.0%	-3.3	nt	nt	-2.1%	4.3	-8.2	nt
9	CC(C)(C)C(=O)Cn1c(NCCCl)nc2ccccc21	0.5%	-3.3%	-2.9%	-4.6	-2.7	-0.6%	-10.2%	7.9	7.0	0.5%
10	COc1ccccc1CN1CCCCC1c1cccnc1 (centres undefined)	-0.2%	6.5%	-7.0%	10.4	2.9	-1.1%	-21.9%	8.2	-7.2	?
11	COc1ccc(CCNCc2ccccn2)cc1OC	-3.5%	4.4%	2.0%	0.3	2.7	-7.3%	-25.1%	14.0	-1.1	-1.3%
12	COc1ccccc1OCC(=O)Nc1ccc(Cl)cc1C(=O)c1ccccc1	1.0%	-8.1%	8.3%	14.3	0.6	0.7%	24.8%	18.9	-4.5	0.2%
13	Cc1cc(=O)oc2cc(OCC(=O)N3CCN(Cc4ccc5c(c4)OCO5)CC3)ccc12	0.1%	-0.6%	6.1%	0.4	nt	-10.9%	?	8.8	5.7	10.2%
14	CCOC(=O)c1c(C)[nH]c(C(=O)C(Cc2ccccc2)N(C)C)c1C (centres undefined)	-0.6%	-4.4%	0.2%	2.0	7.2	-3.3%	14.3%	2.7	-6.6	0.9%
15	CCCCc1nc2ccccc2c(=O)n1-c1ccc(O)cc1	-0.4%	-2.0%	-3.4%	2.2	2.9	-6.2%	-9.3%	-18.4	-3.0	-1.5%
16	C=CC12CN(C)[C@@H]3C4CO[C@H](C[C@H]41)[C@]1(C(=O)Nc4ccccc41)[C@@H]32 (some centres undefined)	nt	0.2%	nt	nt	nt	nt	5.0%	2.2	5.2	nt
17	COC(=O)C1=C(c2cc3ccccc3s2)C[C@@H]2CC[C@H]1N2C(=O)N1CCC(O)CC1	nt	-5.5%	nt	nt	nt	nt	21.5%	-10.9	-0.7	nt
18	CCOCCCN=Cc1c(O)n(Cc2ccccc2)c(=O)[nH]c1=O	11.7%	-0.7%	7.8%	-0.2	3.8	4.4%	-17.0%	2.3	13.1	-2.4%
19	CCOC(=O)C1SC2(C(F)(F)F)CC1(O)c1c(C)cc(C)nc1O2 (centres undefined)	0.9%	-1.4%	3.1%	-2.5	0.3	5.1%	-19.3%[7.66 µM]	5.5	-9.3	0.0%
20	COc1ccc(C2=NS(=O)(=O)N(C)C(C(=O)N3CCC4(CC3)OCCO4)=C2)cc1OC	-3.7%	16.1%	3.3%	-1.3	-0.8	?	-16.2%	4.1	-0.1	6.2%
21	CC(C)C/C(=N/O)c1c[nH]c2ccccc12	-0.8%	4.0%	1.9%	-1.7	2.5	0.9%	-26.8%	-0.6	0.7	-8.6%
22	CCCCn1c(O)c(C(CC)=NCCN2CCOCC2)c(=O)[nH]c1=O	-2.2%	3.9%	-2.6%	-0.5	-1.2	-1.2%	-10.9%[7.66 µM]	4.7	6.9	-3.5%
23	CC(=NCCCn1ccnc1)c1c(O)n(C2CCCCC2)c(=O)[nH]c1=O	-1.6%	0.9%	-15.4%	-3.8	1.7	-15.5%	-11.8%	4.9	1.5	-15.5%
24	O=P(Oc1ccccc1)(Oc1ccccc1)C(O)c1ccccc1 (centres undefined)	nt	-0.3%	19.7%	4.1	nt	nt	-3.6%	5.8	2.9	nt
25	O=C(N/N=C/c1c(O)n(Cc2ccccc2)c(=O)[nH]c1=O)c1ccncc1	-1.9%	49.9%[activator]	5.6%	13.2	1.9	?	-4.2%	1.1	10.0	2.0%
26	OC(Cc1ccccc1)(c1ccccc1)C1CN2CCC1CC2 (centres undefined)	0.9%	1.6%	nt	0.3	0.0	-10.1%	-63.8%[inhibitor]	26.6	-17.5	8.4%
27	O=C(Nc1c(F)cc(F)cc1F)c1cccn(Cc2ccccc2)c1=O	-7.0%	-1.4%	0.1%	11.1	0.6	nt	29.2%	21.4	-3.5	-3.0%
28	Cc1cc(N2CCCCC2)ccc1C=C1C(=O)N(C)C(=S)N(C)C1=O	-1.3%	-1.7%	7.6%	7.4	5.0	17.9%	5.5%	-18.2	13.0	1.2%
29	CCOC(=O)COc1ccc2c(c1)c(C(C)=O)c(C)n2Cc1ccccc1	10.1%	-8.0%	2.1%	8.6	0.7	-5.9%	9.0%	3.2	0.6	8.8%
30	Cc1cc(/C=C2\C(=O)NC(=O)N(c3cccc(F)c3)C2=O)c(C)n1-c1ccc(C(=O)O)c(Cl)c1	-4.0%	-0.5%	-3.9%	3.0	-1.7	6.8%	19.6%	1.5	-17.1	12.6µM*
31	NC(=O)c1ccc(OCCC(O)N2CC=C(c3ccc(F)cc3)CC2)cc1 (centres undefined)	nt	-5.2%	8.8%	8.5	nt	nt	nt	71.9	-72.7*	nt
32	CCOC(=O)C1(CCc2ccccc2)CCN(C2CCSCC2)CC1	8.1%	4.0%	0.2%	-1.8	-2.9	-10.8%	-13.3%	-27.6	-34.7	2.0%
33	CC/C(CC(c1ccccc1)c1c(O)c2ccccc2oc1=O)=N\NC(N)=S (centres undefined)	1.1%	3.1%	5.1%	1.1	7.7	-18.2%	24.6%	-1.7	11.0	0.0%
34	CC1(C)C2CC=C(CN3CCOCC3)C1C2 (centres undefined)	0.0%	-1.3%	3.2%	0.4	2.8	-9.4%	-14.0%	-37.1	-9.3	1.9%
35	CC(=O)N1Cc2cnnn2-c2ccccc2C1(C)C#N (centres undefined)	nt	1.5%	nt	nt	nt	nt	4.8%	-4.4	19.0	nt
36	Cc1ccccc1N1C(=O)NC(=O)/C(=C/c2ccc(N3CCOCC3)o2)C1=O	-2.6%	-1.9%	-12.4%	nt	-1.4	nt	11.7%	-2.0	-5.7	?
37	O=C1NC(=O)C(=Cc2cc([N+](=O)[O-])ccc2N2CCCCC2)C(=O)N1	-1.0%	-1.3%	-4.6%	2.2	2.5	?	-13.6%	-7.3	7.9	10.3%
38	Cc1cc(C)nc(N/N=C/C2=C(O)CC(c3ccccc3)CC2=O)n1 (centres undefined)	5.0%	nt	-2.3%	0.3	2.1	5.6%	nt	nt	nt	50.4%[activator]
39	COC(=O)C1=C(c2ccc(Cl)c(C(F)(F)F)c2)C[C@@H]2CC[C@H]1N2C(=O)NCC1CC1	nt	-0.4%	3.8%	28.2	nt	nt	-8.0%	4.5	-10.1	nt
40	Cc1cc(C(=O)N2CCC3(CC2)OCCO3)no1	5.5%	-4.4%	0.2%	-5.3	-1.3	-9.3%	24.8%	-14.4	0.3	?

Assay outcomes as filed in PubChem BioAssay.
